Assay outcomes from PubChem.
Hep lipid drop: hepatic lipid droplet formation modulation; AML12 mouse hepatocytes, oleate lipid droplets, BODIPY imaging; inhibition, % at 6.5 µM; 240,000 compounds, 0.4% hits;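 active means lipid droplet intensity inhibited by at least 50%, with more than 500 cells counted; inconclusive means wells with under 300 cells, treated as cytotoxic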
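Test system: AML12 hepatocytes (mouse); reagent: oleate loading, 100 µM; dosing: one dose, 6.5 µM compound; incubation: overnight exposure; signal: fluorescence imaging, 20x objective, two fields per well; read-out basis: % inhibition of corrected integrated BODIPY droplet signal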
M17LAP inhibition: P. falciparum M17LAP inhibitors, primary screen, biochemical, fluorogenic H-Leu-NHMec substrate, 1536-well (AID 1619); recombinant M17LAP, H-Leu-NHMec fluorogenic kinetic assay; higher % means a stronger effect; 220,000 compounds, 0.38% hits; one-dose inhibition, % at 30 µM; IC50 in µM for titrated hits;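 active means compound inhibiting the enzyme by more than half at any dose during confirmatory dose-response retesting; inconclusive means strong single-dose inhibitors picked by rank but not retested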;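 further: plate controls were full reaction with DMSO carrier for no effect and no enzyme background for full effect; strong numbers were not always called active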
Autophagy mod: modulators of autophagy | MEF GFP-LC3 puncta imaging; test concentration mostly 10 µM | calls only at 10 µM (by protocol) | 190,000 compounds, 0.98% hits | AID 463193;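 active means percentage of spot-positive cells more than 3 SD above its plate mean, without a fluorescence outlier flag or 80% toxicity; inconclusive means no clear call, values can overlap the other calls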;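 further: spot-positive cell cutoff set from DMSO-treated cells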
MT stabilize HCS: microtubule stabilization, imaging screen | HeLa tubulin immunostaining HCS, 24 h; share of cells brighter than vehicle mean+2SD | % tubulin-high responders, % at 10 µM | 200,000 compounds, 0.83% hits;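 active means plate Z-score above 3 for both tubulin-high and condensed-nucleus cell shares, with cell loss under 80%, at 10 µM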;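 further: anti alpha tubulin signal scored within the nucleus-defined area of each cell; some results filed as inactive read as strong as hits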
Yfh1-depleted yeast: mitochondrial function rescue without frataxin homolog – Friedreich's ataxia, plus single-dose screen, dose response (AID 1465); S. cerevisiae Yfh1-off respiration, WST-1 reduction, 72 h; higher fold induction means a stronger effect; fold induction at 50 µM; hits with a dose series show EC50 in µM; 220,000 compounds, 0.074% hits;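 active means fold induction of absorbance versus untreated yeast above a set limit, then at least 30% activation at any dose in follow-up; inconclusive means repeats straddling the limit, or above it without dose testing; inactive means fold induction below the set limit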;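 further: activators that raise dye reduction in frataxin-depleted yeast; strong numbers were not always called active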
M1AAP inhibition: malaria alanyl aminopeptidase activity blockers – biochemical, fluorogenic H-Leu-NHMec substrate, 1536-well (AID 1445); inhibition, % at 30 µM; hits with a dose series show IC50 in µM; recombinant M1AAP, H-Leu-NHMec fluorogenic kinetic assay; higher % means a stronger effect; 220,000 compounds, 0.42% hits;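 active means primary inhibition above the hit cutoff, then over 50% inhibition at one or more dose response concentrations, cut at about 23% in these data, passing the limit was not always enough; inconclusive means conflicting primary data, or primary hits not chosen for dose response; inactive means low primary inhibition, or under 50% at every dose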;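 further: plate controls were DMSO full reaction for no effect and no enzyme background for full effect; strong numbers were not always called active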
Insulin prom up: MIN6 insulin promoter up-regulation; MIN6 insulin promoter-GFP reporter, high-content imaging; hits give high values; z-score at 5 µM; 190,000 compounds, 0.3% hits;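 active means z-score above 3 at 5 µM with at least 500 cells counted in the well; inconclusive means wells under 500 cells, flagged as cytotoxic or low count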
Dynein cargo inh: blocks dynein driven cargo transport along microtubules. AID 1381. 220,000 compounds, 0.47% hits. 3617.4 mouse cells, GR-EGFP nuclear translocation imaging; test concentration mostly 20 µM; stimulated with dexamethasone, 1 µM; hits give low values. z-score, hits read low;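 active means plate z-score of nuclear minus cytoplasmic receptor signal below a set negative limit, without overly bright fluorescence or cell loss, cut at about -3.5 in these data, passing the limit was not always enough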;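 further: z-score of nuclear minus cytoplasmic ring GR-EGFP intensity difference per well; some compounds called inactive have numbers as strong as hits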
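Buffer or medium: tet-free medium with charcoal-stripped serum / Also added: dexamethasone agonist, 1.0 µM final, for 30 min / Timing: induction 48 h, compound 1 h, agonist 30 min / Measured by: high-content fluorescence imaging after fixation / Read-out: nuclear-to-cytoplasmic GR-EGFP distribution per well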
CSM14.1 death rescue: rescue of cells from ER stress-induced death, primary screen, 384-well, CSM14.1, thapsigargin, ATP luminescence (AID 1222); CSM14.1 thapsigargin-induced death rescue, ATP luminescence; higher % means a stronger effect; cellular ATP content (survival), % at 20 µM; hits with a dose series show EC50 in µM; 190,000 tested, under 10 active;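 active means EC50 below 50 µM in the dose-response confirmation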;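 further: death triggered by thapsigargin at about 15 µM added after 2 h compound pretreatment; cell ATP read after overnight thapsigargin exposure of roughly 18 to 22 hours; normalized against plate controls of thapsigargin alone and 5% DMSO vehicle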
Dynein cargo inh cytoplasmic EGFP: further read-out of Dynein cargo inh, marked with its call; z-score; measured here: cytoplasmic GR-EGFP intensity; hits give high values
Dynein cargo inh nuclear GR-EGFP: also measured in Dynein cargo inh; calls as there; z-score; measured here: nuclear GR-EGFP intensity;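 lower value marks the stronger effect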
Dynein cargo inh cell count: further read-out of Dynein cargo inh, marked with its call; z-score; measured here: cell count per field
Insulin prom up cell count: further read-out of Insulin prom up, marked with its call; cell count; measured here: cytotoxicity, nuclei count;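 total cells summed across four imaged fields per well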
Hep lipid drop cells 6.5 µM: recorded beside Hep lipid drop, whose call it bears; cell count; measured here: cell count, cytotoxicity flag;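 cells counted across two imaged fields per well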
MT stabilize HCS Hoechst-high %: also measured in MT stabilize HCS; calls as there; % Hoechst-high responders; measured here: nuclear condensation Hoechst responders;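 share of cells brighter than vehicle mean plus two SD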
MT stabilize HCS cytotoxicity %: second read-out of MT stabilize HCS, no call of its own (marks repeat the call); toxicity, %; measured here: cytotoxicity by cell density;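 0% = mean cell density of plate MIN control wells and 100% = no cells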
Autophagy mod cell loss 18 h: also measured in Autophagy mod; calls as there; toxicity, %; measured here: cell loss, nuclei count;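 cell loss after 18 h compound exposure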
* marks the source's active call; other numbers are inactive results; i = inactive; ? = inconclusive; . = no result given.

SMILES	Hep lipid drop	Hep lipid drop cells 6.5 µM	M17LAP inhibition	Autophagy mod	Autophagy mod cell loss 18 h	MT stabilize HCS	MT stabilize HCS Hoechst-high %	MT stabilize HCS cytotoxicity %	Yfh1-depleted yeast	M1AAP inhibition	Insulin prom up	Insulin prom up cell count	Dynein cargo inh	Dynein cargo inh cytoplasmic EGFP	Dynein cargo inh nuclear GR-EGFP	Dynein cargo inh cell count	CSM14.1 death rescue
COc1cc(OC)c(-c2c3cc(O)c(=O)cc-3oc3cc(O)c(O)cc23)cc1OC	1.5	678	24.2%	i	-1.3	12.3	3.0	7.0	?	22.9%	.	.	-1.51	-0.159	-0.531	-0.442	-1.3%
CCOC(=O)c1ccc(S(=O)(=O)N2CCN(CC(=O)NC(=O)NC3CCCCC3)CC2)cc1	.	.	-9.5%	i	-1.2	2.0	2.5	6.5	.	21.4%	0.52	1217	-1.19	-0.208	-0.509	1.78	1.0%
O=C(CSc1nc(-c2ccco2)cc(C(F)(F)F)n1)N1CCc2ccccc2C1	-47.3	712	15.5%	i	-3.5	2.0	1.8	5.5	i	-6.6%	-0.21	1219	-0.562	-0.145	-0.305	0.189	2.4%
CCCNC(=O)COC(=O)c1cccnc1Nc1ccccc1F	-18.4	557	6.3%	i	-8.7	3.0	2.9	3.9	i	1.7%	.	.	0.674	-0.283	0.172	-0.252	-0.6%
CC1CN(c2nnc(NC(=O)c3ccccc3)s2)CC(C)O1 (centres undefined)	17.9	707	3.1%	i	-7.3	2.8	2.9	0.6	i	0.4%	-0.09	1253	0.444	-0.149	0.302	-0.77	-1.2%
NC(=O)C(C(=O)/C=C/c1ccc(Cl)cc1)=C1SCCS1	-6.7	716	15.5%	.	.	.	.	.	i	7.7%	0.2	919	-1.17	-0.184	-0.206	-0.257	.
COc1ccc(CNC(=O)c2sc(=S)n(-c3ccc(OC)cc3)c2N)cc1	14.1	772	2.2%	i	-4.9	1.4	1.1	6.9	i	7.7%	0.25	962	0.798	-0.0647	1.1	0.0349	-2.5%
Cc1cc(C)nc(-n2nc(C)cc2NC(=O)CNC(C)c2ccccc2)n1 (centres undefined)	.	.	-1.2%	i	30.1	1.6	1.4	9.7	i	2.5%	0.04	1176	-0.616	-0.0268	-0.487	0.974	-1.4%
O=C1C2C3C=CC(CC3)C2C(=O)N1c1ccc2c(c1)OCO2 (centres undefined)	9.4	723	6.0%	i	-1.3	4.7	2.6	4.5	i	-1.7%	.	.	-0.462	-0.213	-0.423	0.639	-1.7%
COc1ccc(C(=O)C[n+]2ccc(C)cc2)cc1	12.5	659	-8.1%	i	6.5	1.5	2.9	1.0	i	1.8%	0.17	1305	-0.0147	-0.275	0.00987	0.719	25.5%
CCOc1cc(CNCCCN2CCOCC2)cc(Br)c1OCC(=O)Nc1cccc(C(F)(F)F)c1	.	.	-7.6%	i	12.2	2.4	1.3	1.9	i	6.6%	-1.61	552	-0.251	0.226	0.381	-4.11	-0.5%
O=C(Nc1ccncc1)C1CCCN(S(=O)(=O)c2cccc3cccnc23)C1 (centres undefined)	-4.7	666	0.8%	.	.	21.8*	35.8*	69.8*	i	3.6%	.	.	1.86	-0.0558	1.37	-1.02	.
CCOC(=O)C(=NC(C)(C)C)NNc1cc(Cl)ccc1Cl	-0.3	400	-8.3%	i	-4.4	3.7	2.3	11.4	i	4.8%	.	.	-0.799	-0.312	-0.745	1.11	-6.4%
C=Cc1ccc2c(c1)N(C)C(=C)S2	-5.5	665	-5.1%	i	12.9	6.7	2.1	3.2	i	7.5%	0.17	1254	0.54	-0.312	0.456	0.852	-1.8%
CCc1sc(C(=O)NCc2cc(C)n(C)n2)cc1Br	-1.2	745	4.3%	i	18.9	3.8	1.8	6.0	i	4.2%	-0.37	1139	0.568	-0.224	1.13	0.22	-0.1%
NC(=O)c1ccc(NC(=O)COC(=O)CC(NC(=O)c2ccccc2Cl)c2ccccc2)cc1 (centres undefined)	22.4	700	4.5%	i	8.2	1.7	2.5	6.1	i	4.4%	0.05	1392	0.00943	-0.224	0.244	0.0709	-1.7%
O=C(NCCn1ccc2ccccc21)c1ccc(S(=O)(=O)N2CCCCC2)cc1	-9.9	645	0.5%	i	-3.3	3.5	3.4	12.6	i	11.7%	-0.15	1188	-0.939	-0.257	-0.178	1.16	-2.6%
CCN(CC)CCN1C(=O)C(=O)/C(=C(/O)c2c(C)[nH]c(C(=O)OC)c2C)C1c1ccco1 (centres undefined)	.	.	13.0%	i	0.7	2.5	2.6	9.8	i	11.2%	0.98	1524	-0.482	-0.0665	0.323	-0.0798	-1.4%
Cc1nn(-c2ccccc2)c(N)c1Sc1ccc([N+](=O)[O-])cc1	-18.8	709	-0.2%	i	2.1	5.4	2.5	11.3	i	0.9%	0.52	1568	0.284	-0.226	0.256	1.22	-1.9%
CCCNc1cc(=O)n(C)c(=O)n1C	.	.	-2.7%	i	-13.6	1.3	1.3	10.6	i	2.7%	0.05	1093	-1.16	-0.198	-0.418	0.664	0.0%
CCOC(=O)c1nnc(-c2ccc(C)cc2)nc1N1CCSCC1	-1.3	707	-3.6%	i	8.0	5.2	1.2	5.2	i	-0.8%	-1.42	1361	1.27	-0.199	0.442	-0.712	-1.3%
COC(=O)Nc1ccc(S(=O)(=O)N2CCCC(C(=O)N3CC(C)OC(C)C3)C2)cc1 (centres undefined)	-1.4	698	4.8%	i	24.8	1.9	1.5	0.1	i	3.7%	-0.79	1438	0.0635	-0.289	0.256	0.0475	0.9%
CN(C)S(=O)(=O)c1ccc(NC(=S)NC(=O)c2ccc(Br)o2)cc1	-2.0	728	-0.6%	i	3.8	1.1	1.0	2.4	i	1.1%	0.85	1213	1.99	-0.0785	0.584	-0.614	-1.0%
Cc1ccc2nc(-c3ccncc3)cc(C(=O)NCCc3ccc(F)cc3)c2c1	.	.	15.3%	i	-0.1	3.6	2.9	5.4	i	16.0%	0.37	1630	-0.16	-0.142	0.523	0.139	-0.8%
O=C(CN1C(=O)NC(Cc2ccccc2)C1=O)Nc1ccccc1 (centres undefined)	-4.5	697	5.2%	i	4.8	2.2	2.5	23.2	i	2.2%	-0.22	1295	-0.126	-0.254	0.058	1.31	.
COc1ccc(NC(=O)c2nn(C)cc2[N+](=O)[O-])cc1	-2.8	730	-1.9%	.	.	.	.	.	i	-4.6%	-0.01	1449	-0.562	-0.0654	-0.251	0.371	.
CCOCCCNC(=O)c1ccc2c(=O)n(CCCOCC)c(=S)[nH]c2c1	-10.4	698	7.6%	i	9.0	3.0	2.9	1.6	i	2.0%	0.23	1253	0.474	-0.0426	0.396	-0.227	-1.3%
CC1=C(C)CC(C(=O)N2CCN(Cc3ccccc3)CC2)C(C(=O)O)C1 (centres undefined)	6.3	799	4.0%	i	5.1	3.3	2.7	27.1	i	2.8%	0.79	1236	-0.585	-0.236	-0.0334	0.109	1.7%
CCNC(=S)N/N=C/c1cc(C)n(-c2ccc(Cl)cc2)c1C	2.8	687	0.6%	i	9.1	5.5	3.1	6.1	i	0.8%	-1.13	1187	-0.486	-0.034	0.145	0.139	-1.2%
Cc1cc2nc(-c3ccc(SCC(=O)N4CCc5ccccc54)nc3)[nH]c2cc1C	.	.	-0.7%	i	-13.3	7.3	5.1	11.7	i	-0.6%	-0.44	1656	-0.988	-0.11	0.183	0.0266	-2.3%
COc1ccc(C2NC(Cc3ccccc3)(C(=O)O)C3C(=O)N(c4ccccc4OC)C(=O)C23)cc1 (centres undefined)	6.6	744	3.8%	i	4.6	1.8	1.6	2.3	i	4.0%	.	.	-0.568	0.0862	0.0767	-2.28	-9.3%
Cc1c(CCOC(=O)CC23CC4CC(CC(C)(C4)C2)C3)sc[n+]1CC(=O)c1ccccc1	5.7	717	.	i	5.1	2.3	1.4	0.9	i	.	-0.88	1121	-4.25	4.51	-1.9	-5.04	-3.2%
COCC(C)n1c(SCc2ccc(OC)c(F)c2)nc2ccccc2c1=O (centres undefined)	-27.6	736	11.7%	i	12.7	1.8	1.6	7.9	i	3.7%	0.16	1261	0.761	-0.199	0.462	0.162	1.7%
O=C(CCCN1C(=O)/C(=C/c2ccccc2Cl)SC1=S)Nc1ccccn1	4.4	577	22.1%	i	8.2	2.6	1.9	2.6	i	2.4%	-0.06	1348	0.00184	-0.265	0.0967	0.728	-2.6%
CC(C)CCn1c(=O)c2ccccc2n2c(CCl)nnc12	16.8	715	-8.9%	i	6.5	3.3	3.0	3.9	i	-0.5%	-2.46	927	-4.48*	1.31*	-2.65*	0.16*	1.4%
COC(=O)CSC1=C(C#N)C(c2ccc(F)cc2)CC(=O)N1 (centres undefined)	.	.	-7.5%	.	.	5.5	1.2	3.7	i	-0.5%	-0.02	1028	0.727	0.0539	0.431	-0.235	-0.4%
CC(=O)Nc1ccc(C(=O)OCC(=O)Nc2c(F)cccc2F)cc1	-2.7	705	2.7%	.	.	.	.	.	i	1.5%	.	.	-0.0176	-0.144	-0.262	1.12	.
Cn1c(COc2ccc(Br)cc2)nnc1SC1CCc2ccccc2C1=O (centres undefined)	-1.7	675	-0.7%	i	-13.8	4.7	2.4	11.6	i	7.0%	-0.27	1477	-0.799	-0.32	-0.79	1.19	-0.8%

Hits appear at their usual frequency; overall some 3.5% were active at least once.
